Assay outcomes (PubChem BioAssay)
MEKK2mut PB1 HTS: MEK5 binding signal on mutant MEKK2 PB1, primary screen, biochemical, multiplex bead flow cytometry, Alexa488-MEK5; Alexa488-MEK5 binding to MEKK2 mutant; percent response, % at 10 µM; actives 0.35% (n = 290,000); AID 1530, 2009; in the data active means percent response above about 24%, passing the limit was not always enough; further: inactives centre near 1; some results filed as inactive read as strong as hits
NS3 helicase inh: inhibitors of HCV NS3 helicase, primary screen, biochemical, Cy5 molecular beacon fluorescence | actives 0.56% (n = 290,000) | inhibition, % at 10.9 µM | NS3 helicase DNA unwinding | Hepatitis C virus NS3 helicase | AID 1800, 2009;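 active means inhibition above the mean of all tested compounds plus 3 SD, set per campaign, cut at about 35% in these data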;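 further: 0% = DMSO wells and 100% = thioflavine S control wells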
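System: Hepatitis C virus NS3 helicase domain fragment enzyme | Reagent: Annealed dual-labelled DNA beacon duplex, ATP-started | Compound dosing: 10.9 µM single point, 0.8% DMSO | Incubation: 1 h reaction at 25 °C, ATP-initiated | Technique: Cy5 fluorescence | Evaluation: Percent inhibition from t60/t0 fluorescence ratio | Benchmarks: Low DMSO, high thioflavine S at 110 µM | Replication: Singlicate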
MEKK2wt PB1 HTS: modulators of MEK5 binding to wildtype MEKK2, primary screen, biochemical, multiplex bead flow cytometry, Alexa488-MEK5; AID 1531, 2009; actives 1.1% (n = 290,000); Alexa488-MEK5 binding to MEKK2 WT; actives lie on both sides; Mitogen-activated protein kinase kinase kinase 2 (Homo sapiens), Q9Y2U5; binding response (% of control), % at 10 µM; in the data active means binding response below about 67% or above about 130%
DNA FID counter: compounds displacing fluorescent DNA intercalator, primary screen, artefact control for HCV NS3 helicase inhibitor project, biochemical, FID fluorescence; DNA fluorescent intercalator displacement; inhibition, % at 7.9 µM; actives 0.17% (n = 290,000); AID 1845, 2009; in the data active means inhibition above about 37%;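 further: 0% = vehicle and 100% = reference compound; higher means more ethidium bromide displaced from hairpin DNA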
MEKK3 PB1 HTS: modulators of MEKK3-MEK5 PB1 binding, primary screen, biochemical, wildtype MEKK3, multiplex bead flow cytometry, Alexa488-MEK5 | AID 1529, 2009 | bead-based flow cytometry, Alexa488-MEK5 binding to MEKK3; actives lie on both sides; 0 = blocked by unlabeled MEK5, 100 = vehicle | binding response (% of control), % at 10 µM | actives 1.4% (n = 290,000) | Mitogen-activated protein kinase kinase kinase 3 (Homo sapiens), Q99759;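 active means binding response more than 3 SD above or below the average of its plate-row segment, actives on both sides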;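 further: Alexa488 bead fluorescence after subtracting the streptavidin-only scavenger bead signal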
Target sequence (Q99759 whole entry, looked up): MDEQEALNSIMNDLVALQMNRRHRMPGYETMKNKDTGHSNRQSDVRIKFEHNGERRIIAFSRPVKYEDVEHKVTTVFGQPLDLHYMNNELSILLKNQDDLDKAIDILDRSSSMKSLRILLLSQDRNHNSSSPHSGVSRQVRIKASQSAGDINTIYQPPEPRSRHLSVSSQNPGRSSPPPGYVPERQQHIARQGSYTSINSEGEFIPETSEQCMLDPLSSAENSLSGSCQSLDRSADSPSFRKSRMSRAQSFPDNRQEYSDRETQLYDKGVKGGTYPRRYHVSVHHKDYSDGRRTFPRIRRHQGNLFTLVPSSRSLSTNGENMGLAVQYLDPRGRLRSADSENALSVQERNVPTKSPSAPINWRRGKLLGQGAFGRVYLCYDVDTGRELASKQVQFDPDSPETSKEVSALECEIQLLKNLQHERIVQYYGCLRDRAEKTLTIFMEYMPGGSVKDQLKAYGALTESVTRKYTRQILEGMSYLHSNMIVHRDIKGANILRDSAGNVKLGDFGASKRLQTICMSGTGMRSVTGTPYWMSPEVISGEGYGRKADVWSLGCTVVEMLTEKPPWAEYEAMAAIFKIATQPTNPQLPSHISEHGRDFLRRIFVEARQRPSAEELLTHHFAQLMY
CRFBP-R2 block: antagonists of CRF-BP/CRF-R2 complex, primary screen, cell-based, HEK293, calcium dye fluorescence, uHTS. actives 0.59% (n = 350,000). inhibition, % at 11.8 µM. AID 588475, 2011. CRF-induced calcium fluorescence;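 active means inhibition of the ligand-induced calcium signal above about 50% at the single tested concentration, limit read from the data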
SUMO HTRF inh: inhibitors of in vitro SUMOylation cascade, primary screen, biochemical, HTRF, uHTS | SUMO-conjugating enzyme UBC9 (Homo sapiens), P63279 | HTRF SUMOylation assay, SAE1/SAE2 + UBC9 | inhibition, % at 35 µM | actives 0.36% (n = 290,000) | AID 2006, 2009; in the data active means inhibition above about 50%, passing the limit was not always enough; further: strong numbers were not always called active
Target sequence (P63279 whole entry, looked up): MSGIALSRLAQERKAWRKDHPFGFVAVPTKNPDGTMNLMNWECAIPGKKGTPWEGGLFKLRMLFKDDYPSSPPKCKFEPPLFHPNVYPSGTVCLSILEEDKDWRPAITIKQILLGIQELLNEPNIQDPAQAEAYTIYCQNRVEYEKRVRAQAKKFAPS
GalR3 antagonist: GalR3 antagonists in HEK293 cells, primary screen, cell-based, fluorescence readout; Galanin receptor type 3 (Homo sapiens), O60755; HEK293 GalR3-CNG cAMP membrane potential fluorescence; galR3 body fused to GalR1 C-terminus; inhibition, % at 3 µM; actives 0.44% (n = 360,000); AID 651719, 2012;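 active means inhibition above the screen-wide average plus 3 SD, cut at about 13% in these data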;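 further: forskolin and galanin both at EC90 stimulate the cells; cAMP rise reported by CNG channel membrane potential dye signal; 0% = forskolin plus galanin with DMSO and 100% = forskolin alone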
Target sequence (O60755 1-299 limits assumed): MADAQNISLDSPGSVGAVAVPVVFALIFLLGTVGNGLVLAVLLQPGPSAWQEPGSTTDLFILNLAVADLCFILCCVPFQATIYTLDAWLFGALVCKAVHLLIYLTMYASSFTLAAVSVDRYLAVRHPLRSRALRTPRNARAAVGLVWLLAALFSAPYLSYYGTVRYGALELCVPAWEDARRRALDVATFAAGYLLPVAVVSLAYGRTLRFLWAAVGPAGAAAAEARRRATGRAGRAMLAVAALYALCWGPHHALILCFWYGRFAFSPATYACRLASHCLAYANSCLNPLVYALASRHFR
CRFBP-R2 agonist: agonists of CRF-BP/CRF-R2 complex, primary screen, cell-based, HEK293, calcium dye fluorescence, uHTS; CRF-binding protein / CRF receptor 2 complex (human); calcium dye fluorescence (FLIPR); percent of saturating CRF peptide response; activation, % at 13.2 µM; actives 0.46% (n = 350,000); AID 588473, 2011;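 active means activation of at least 50%, plus an integration ratio under a set limit after plate pattern correction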;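 further: plate controls were neutral control wells without compound for no effect and CRF at EC100 for full effect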
* = called active by the depositor; x = not tested or not shown.

SMILES	MEKK2mut PB1 HTS	NS3 helicase inh	MEKK2wt PB1 HTS	DNA FID counter	MEKK3 PB1 HTS	CRFBP-R2 block	SUMO HTRF inh	GalR3 antagonist	CRFBP-R2 agonist
COc1ccc(NC(=S)N(Cc2ccc(Cl)cc2)Cc2ccc(C(=O)O)cc2)cc1Cl	-8	9	92	-21	100	0	27	-5	-1.2
COc1ccccc1N(C)S(=O)(=O)c1ccc(C(=O)OCC(=O)NCc2ccco2)cc1	3	1	107	-27	102	12	20	-4	-1.8
COCCN(C(=O)CCC(=O)Nc1nccs1)C(C(=O)NCCC(C)C)c1ccc(F)cc1 (centres undefined)	5	-1	107	-48	100	-2	2	-5	-3.0
Cc1cc(C)n2ncc(C(=O)NC3CCCCC3)c2n1	-17	5	92	-9	94	-6	15	-5	-2.7
COC(CN(C)S(=O)(=O)c1cc2c3c(c1)CCN3C(=O)CC2)OC	1	5	103	-4	102	-9	2	-4	2.9
COC(=O)CSC1=NS(=O)(=O)c2ccccc21	8	-4	104	0	103	92*	8	x	-10
O=C(CCCC(=O)N(CC(=O)NC1CCCC1)Cc1ccccc1Cl)Nc1ccccn1	-5	-1	97	-32	96	9	6	2	-0.3
O=C(O)c1n[nH]nc1-c1ccccc1	-8	-7	95	18	98	8	9	-4	-0.2
O=C(Nc1ccccc1Cl)N1CCN(c2ccc3nncn3n2)CC1	10	5	116	-1	114	-8	11	2	0.8
COc1ccc(-c2cc(C(=O)OC3CCOC3=O)c3ccccc3n2)cc1OC (centres undefined)	3	-1	105	-21	101	2	-4	-6	-0.8
CCc1ccc(S(=O)(=O)/N=C2\C=C(Nc3ccc(O)cc3)C(=O)c3ccccc32)cc1	-7	-24	94	33	101	140*	-4	x	-3.4
COc1ccc(CCNS(=O)(=O)c2ccc(-c3ccc(=O)[nH]n3)o2)cc1OC	2	17	101	-6	98	-2	-2	-1	2.1
COCCNC(=O)CN1CCOc2ccccc21	-2	3	94	2	92	-6	5	2	-2.9
COc1ccc(C2N(C(=O)C(F)(F)F)C(C)CN2S(=O)(=O)c2ccc(C)cc2)cc1 (centres undefined)	-8	-1	90	-28	94	12	-22	-2	-0.3
Nc1nc(N)c(C=Nc2ccc(Br)cc2)c(Nc2ccc(Br)cc2)n1	26	-43	112	5	111	-26	-15	-7	-0.5
O=C(c1cc2ccccn2n1)N1CCN(c2cccc(C(F)(F)F)c2)CC1	6	2	102	-5	104	7	24	-7	-11
O=C(COC(=O)c1ccccc1-c1nc2ccccc2s1)Nc1ccccc1C(F)(F)F	2	-9	103	-25	107	18	-20	-1	-0.8
CCOC(=O)N1CCC(Nc2ccc(N3C(=O)C4CCCCC4C3=O)cc2[N+](=O)[O-])CC1 (centres undefined)	-12	3	92	-22	96	-22	5	-4	-1.4
CC(C)c1onc(C(=O)NCc2ccccc2)c1[N+](=O)[O-]	1	11	99	-5	100	7	2	8	0.3
Cc1ccc(NC(=O)c2oc3ccc(S(=O)(=O)N4CCOCC4)cc3c2C)cc1C	1	6	98	0	99	-10	0	-6	0.2
Cc1cccc2cc(CN(Cc3ccccc3)C(=S)NCCCN(C)C)c(=O)[nH]c12	-3	-22	117	48*	110	-61	25	-7	38
O=C(c1cccs1)N1CCCC(N2CCN(c3ccc(F)cc3)CC2)C1 (centres undefined)	0	-3	100	-26	98	-7	14	-9	-1.0
S=c1[nH]nc(COc2ccccc2)n1/N=C/c1ccncc1	3	-8	103	-5	105	0	11	-5	0.7
O=C(Nc1cccc(Cl)c1)Nc1ccccc1C(=O)NCc1ccco1	-3	4	95	1	101	-5	3	-4	1.4
COc1ccc([N+](=O)[O-])cc1N(CC1CO1)S(=O)(=O)c1ccc(C)cc1 (centres undefined)	-11	-9	92	2	96	-8	14	-2	-0.3
CC1(C)CN=C(NC2CCCCC2)S1	1	0	99	1	100	7	16	-12	1.8
O=C(CSc1nncn1-c1cccnc1)Nc1cccc([N+](=O)[O-])c1	4	10	97	-2	99	-1	3	-9	-2.1
Cc1cc2c3c([nH]c2cc1S(=O)(=O)N1CCC2(CC1)OCCO2)CC(C)(C)CC3=O	0	-3	105	-34	102	-12	-10	4	-1.9
COc1ccc(C)cc1NC(=O)CN(C)S(=O)(=O)c1ccc2c(c1)CCCN2C(C)=O	8	5	104	-47	106	8	-4	-5	-0.3
CCOCC(=O)Nc1nc(-c2ccccc2)c(CC)s1	1	1	103	-14	103	-17	6	-6	0.9
O=C(Nc1ccc(-c2nc3cccnc3s2)cc1)c1ccc(Cl)nc1	-15	4	102	-2	97	-2	-17	2	0.3
CC1CCN(S(=O)(=O)c2ccc(NC(=O)CN3CCN(c4ccccc4)CC3)cc2)CC1	-3	5	87	-7	85	-16	4	-3	1.0
CCC(=O)c1ccc(OCC(O)CN2CCN(c3ccc(F)cc3)CC2)cc1 (centres undefined)	-1	-4	98	0	102	-2	1	1	0.5
O=C(Cn1nnc2ccccc21)C1CC1	4	-3	107	5	109	10	-15	-3	-0.8
CCOC(=O)N1CCN(C(=O)C2CC(c3cc(OC)ccc3OC)=NO2)CC1 (centres undefined)	4	2	102	-18	101	-6	8	-7	0.3
CCN1C/C(=C/c2cccc([N+](=O)[O-])c2)C(=O)/C(=C/c2cccc([N+](=O)[O-])c2)C1	0	-9	102	-1	103	-8	-20	0	-3.0
CCCCCCCCCn1c2c(c(=N)c3c1CCC3)CCC2	4	-45	119	9	96	-25	18	x	1.4
CC1(C)Cc2ccccc2C(=NCC(=O)O)N1	-5	3	95	-1	95	-10	-7	-7	1.4
COc1ccc(CNC(=O)N2CCN(S(=O)(=O)c3ccccc3F)CC2)cc1	3	2	106	-18	104	7	-2	-8	-1.1
Cc1cc(-c2nc3ncccc3o2)ccc1NC(=O)CC(C)C	1	2	105	-18	102	-8	28	0	-2.6
COc1cccc(/C=N/NC(=O)C(c2ccncc2)N2CCOCC2)c1 (centres undefined)	-16	-4	96	-12	93	7	10	2	-0.9
O=Cc1ccccc1OCc1nnsc1Cl	-2	6	97	4	103	-13	16	-7	-0.9
COc1cc(NC(=O)C(Cc2ccccc2)n2cccc2)cc(OC)c1 (centres undefined)	-6	-14	94	-11	93	21	-12	2	3.8
O=C(c1cc2ccccc2o1)N1CCN(Cc2ccccc2)CC1	-2	3	100	-28	100	5	14	-1	-0.1
COc1ccccc1CNC(=O)CCN1C(=O)COc2ccccc21	2	3	96	-11	100	-1	18	-1	1.2
COCCNc1ccc(S(=O)(=O)N2CCCC2)cn1	6	1	106	-2	107	32	4	6	0.0
CC(C)CCn1nnnc1C(c1ccc(F)cc1)N1CCN(C(=O)c2ccco2)CC1 (centres undefined)	4	4	104	-32	105	13	-3	1	-0.5
C(=N\Nc1nc(-c2ccccc2)cs1)/c1cccnc1	4	2	100	-8	100	-48	2	-8	0.5
OCCC1CN(Cc2ccc(Oc3ncccn3)cc2)CCN1Cc1ccc(F)c(F)c1 (centres undefined)	-6	6	67	-4	69	-4	19	-4	3.9
O=C(Cn1nnc(-c2ccccc2)n1)Nc1ccc2c(c1)OCO2	5	2	107	0	105	-4	3	-3	-0.5
Next part
SMILES	MEKK2mut PB1 HTS	NS3 helicase inh	MEKK2wt PB1 HTS	DNA FID counter	MEKK3 PB1 HTS	CRFBP-R2 block	SUMO HTRF inh	GalR3 antagonist	CRFBP-R2 agonist
COc1cccc2cc(C(=O)Nc3ccccc3C(=O)N3CCOCC3)oc12	4	2	107	-14	105	10	11	-11	-0.3
COc1ccc(C(=O)NCC(=O)N=Nc2c(O)n(C)c3ccccc23)cc1OC	3	-29	99	-18	104	10	10	6	-5.6
CCOc1ccc(-n2c(SCC(=O)Nc3nccs3)nnc2-c2ccoc2C)cc1	3	-3	110	-40	118	15	6	4	-1.9
O=C(NCc1ccccc1)C(c1ccncc1)N(C(=O)c1csnn1)C1CC1 (centres undefined)	-2	1	104	-1	101	19	17	4	-0.4

In the list so far, 14 contain an aryl methoxy group.
SMILES	MEKK2mut PB1 HTS	NS3 helicase inh	MEKK2wt PB1 HTS	DNA FID counter	MEKK3 PB1 HTS	CRFBP-R2 block	SUMO HTRF inh	GalR3 antagonist	CRFBP-R2 agonist
COc1ccc(NC(=S)N(Cc2ccc(Cl)cc2)Cc2ccc(C(=O)O)cc2)cc1Cl	-8	9	92	-21	100	0	27	-5	-1.2
COc1ccccc1N(C)S(=O)(=O)c1ccc(C(=O)OCC(=O)NCc2ccco2)cc1	3	1	107	-27	102	12	20	-4	-1.8
COc1ccc(-c2cc(C(=O)OC3CCOC3=O)c3ccccc3n2)cc1OC (centres undefined)	3	-1	105	-21	101	2	-4	-6	-0.8
COc1ccc(CCNS(=O)(=O)c2ccc(-c3ccc(=O)[nH]n3)o2)cc1OC	2	17	101	-6	98	-2	-2	-1	2.1
COc1ccc(C2N(C(=O)C(F)(F)F)C(C)CN2S(=O)(=O)c2ccc(C)cc2)cc1 (centres undefined)	-8	-1	90	-28	94	12	-22	-2	-0.3
COc1ccc([N+](=O)[O-])cc1N(CC1CO1)S(=O)(=O)c1ccc(C)cc1 (centres undefined)	-11	-9	92	2	96	-8	14	-2	-0.3
COc1ccc(C)cc1NC(=O)CN(C)S(=O)(=O)c1ccc2c(c1)CCCN2C(C)=O	8	5	104	-47	106	8	-4	-5	-0.3
CCOC(=O)N1CCN(C(=O)C2CC(c3cc(OC)ccc3OC)=NO2)CC1 (centres undefined)	4	2	102	-18	101	-6	8	-7	0.3
COc1ccc(CNC(=O)N2CCN(S(=O)(=O)c3ccccc3F)CC2)cc1	3	2	106	-18	104	7	-2	-8	-1.1
COc1cccc(/C=N/NC(=O)C(c2ccncc2)N2CCOCC2)c1 (centres undefined)	-16	-4	96	-12	93	7	10	2	-0.9
COc1cc(NC(=O)C(Cc2ccccc2)n2cccc2)cc(OC)c1 (centres undefined)	-6	-14	94	-11	93	21	-12	2	3.8
COc1ccccc1CNC(=O)CCN1C(=O)COc2ccccc21	2	3	96	-11	100	-1	18	-1	1.2
COc1cccc2cc(C(=O)Nc3ccccc3C(=O)N3CCOCC3)oc12	4	2	107	-14	105	10	11	-11	-0.3
COc1ccc(C(=O)NCC(=O)N=Nc2c(O)n(C)c3ccccc23)cc1OC	3	-29	99	-18	104	10	10	6	-5.6

Of the compounds above, these contain an aryl thioether with sulfur outside any ring:
SMILES	MEKK2mut PB1 HTS	NS3 helicase inh	MEKK2wt PB1 HTS	DNA FID counter	MEKK3 PB1 HTS	CRFBP-R2 block	SUMO HTRF inh	GalR3 antagonist	CRFBP-R2 agonist
O=C(CSc1nncn1-c1cccnc1)Nc1cccc([N+](=O)[O-])c1	4	10	97	-2	99	-1	3	-9	-2.1
CCOc1ccc(-n2c(SCC(=O)Nc3nccs3)nnc2-c2ccoc2C)cc1	3	-3	110	-40	118	15	6	4	-1.9

An excerpt; count on the stated rates, not on these rows.
